Assay outcomes from PubChem BioAssay.
MEKK3 PB1 HTS = MEKK3-MEK5 PB1 interaction, increase or decrease; Q99759; bead-based flow cytometry, Alexa488-MEK5 binding to MEKK3; actives lie on both sides; 0 = blocked by unlabeled MEK5, 100 = vehicle; binding response (% of control), % at 10 µM; 290,000 compounds, 1.4% hits;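 active means binding response more than 3 SD above or below the average of its plate-row segment, actives on both sides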;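 further: Alexa488 bead fluorescence after subtracting the streptavidin-only scavenger bead signal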
CRFBP-R2 block = CRF-BP/CRF-R2 complex antagonism. HEK293 CRF-R2/CRF-BP, CRF-induced calcium fluorescence. inhibition, % at 11.8 µM. 350,000 compounds, 0.59% hits. AID 588475;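 active means inhibition of the ligand-induced calcium signal above about 50% at the single tested concentration, limit read from the data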
CHRM4 PAM = positive allosteric modulators of human muscarinic M4 receptor. 360,000 compounds, 0.4% hits. activation, % at 3 µM. AID 624126. CHO-K1 hM4/Gqi5, Fluo-8 calcium fluorescence, ACh EC20; 0% = ACh EC20, 100% = maximal ACh;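 active means activation above its plate's cutoff, the mean activation of sample wells plus 3 SD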; further: some results filed as inactive read as strong as hits
Target sequence (P08173 whole entry, looked up): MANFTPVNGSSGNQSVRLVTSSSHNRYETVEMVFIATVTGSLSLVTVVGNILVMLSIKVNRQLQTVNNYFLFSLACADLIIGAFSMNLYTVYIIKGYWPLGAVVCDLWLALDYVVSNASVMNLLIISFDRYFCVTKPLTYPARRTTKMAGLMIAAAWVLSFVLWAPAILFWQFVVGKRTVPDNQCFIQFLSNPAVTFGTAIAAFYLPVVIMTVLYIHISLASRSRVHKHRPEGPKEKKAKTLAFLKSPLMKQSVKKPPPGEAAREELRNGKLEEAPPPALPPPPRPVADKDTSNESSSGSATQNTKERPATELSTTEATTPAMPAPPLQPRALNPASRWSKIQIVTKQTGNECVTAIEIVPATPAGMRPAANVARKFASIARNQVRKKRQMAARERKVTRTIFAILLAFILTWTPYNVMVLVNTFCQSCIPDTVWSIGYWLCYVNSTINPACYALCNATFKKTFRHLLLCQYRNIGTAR
p-CIP stab down = lowers stability of the mouse p/CIP coactivator protein; Q05BA5; F442A p/CIP-EGFP cells, EGFP fluorescence, 16 h; decrease of EGFP signal, % at 10 µM; 290,000 compounds, 0.01% hits; AID 1984;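 active means EGFP signal decrease of at least 30% at 10 µM or well 3 SD below plate mean, unless failing retest; inactive means the rest, including hits failing retest or dose response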; further: some compounds called inactive have numbers as strong as hits; many of its hits are not listed in these tables
IDE inh = inhibitors of human insulin-degrading enzyme in cells. HEK cells, FAbetaB cleavage, fluorescence polarization. inhibition, % at 5.59 µM. AID 434962. P14735. 320,000 compounds, 0.41% hits;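 active means percent inhibition above the average of all tested compounds plus 3 SD, set per screening campaign, cut at about 16% in these data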;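 further: IDE supplied by intact live HEK cells; FP after avidin binding of uncleaved biotin substrate so inhibition keeps polarization high; 0% = DMSO wells and 100% = 60 µM reference IDE inhibitor Ii1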
IDE cell activ = IDE (human) activation, cell-based; P14735; HEK cells, FAbeta-B cleavage, fluorescence polarization; 0% vehicle, 100% cell-free pure enzyme wells; activation, % at 5.96 µM; 340,000 compounds, 0.073% hits; AID 493087;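 active means activation above the mean of all tested compounds plus 3 SD, set per screening campaign, cut at about 17% in these data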
GalR3 antag = human GalR3 antagonism; HEK293 GalR3-CNG cAMP membrane potential fluorescence; galR3 body fused to GalR1 C-terminus; inhibition, % at 3 µM; 360,000 compounds, 0.44% hits; AID 651719;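 active means inhibition above the screen-wide average plus 3 SD, cut at about 13% in these data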;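 further: forskolin and galanin both at EC90 stimulate the cells; cAMP rise reported by CNG channel membrane potential dye signal; 0% = forskolin plus galanin with DMSO and 100% = forskolin alone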
PHOSPHO1 inh = inhibitors of human PHOSPHO1 phosphatase. Q8TCT1. recombinant PHOSPHO1, absorbance phosphatase assay. inhibition, % at 13.3 µM. 290,000 compounds, 1.1% hits; in the data active means inhibition above about 60%
CRFBP-R2 agonist = agonists of human CRF-binding protein/CRF-R2 receptor complex; 350,000 compounds, 0.46% hits; HEK293 CRF-R2/CRF-BP, calcium dye fluorescence (FLIPR); percent of saturating CRF peptide response; activation, % at 13.2 µM;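 active means activation of at least 50%, plus an integration ratio under a set limit after plate pattern correction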;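 further: plate controls were neutral control wells without compound for no effect and CRF at EC100 for full effect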
* hit, by the source's call; / = not tested or not shown.

SMILES	MEKK3 PB1 HTS	CRFBP-R2 block	CHRM4 PAM	p-CIP stab down	IDE inh	IDE cell activ	GalR3 antag	PHOSPHO1 inh	CRFBP-R2 agonist
Nc1ccccc1C(=O)N(Cc1ccccc1)Cc1ccccc1	98	-12	-1	5	-2	4	-5	-11	-1.3
CCOC(=O)c1cc(C(=O)n2cc(Cl)cn2)nn1C	100	-1	9	-8	5	1	-1	1	-1.6
C=CCN1C(=O)C2(OCCCO2)c2cc(C)ccc21	105	-3	-2	11	0	3	-2	22	-1.8
Cc1cc(C)cc(NC(=S)N2CCN(S(C)(=O)=O)CC2)c1	97	4	-2	-10	-1	4	-3	36	-0.3
COc1ccc(C(=O)Nc2ccccc2[N+](=O)[O-])cc1S(=O)(=O)N1CCOCC1	102	2	-7	0	/	2	-4	37	-0.8

Single entries from the results shown:
For CHRM4 PAM, CCOC(=O)c1cc(C(=O)n2cc(Cl)cn2)nn1C is listed with 9
For CRFBP-R2 agonist, Nc1ccccc1C(=O)N(Cc1ccccc1)Cc1ccccc1 is listed with -1.3

Arranged by value in GalR3 antag (low to high): some entries from above.
mol	MEKK3 PB1 HTS	CRFBP-R2 block	CHRM4 PAM	p-CIP stab down	IDE inh	IDE cell activ	GalR3 antag	PHOSPHO1 inh	CRFBP-R2 agonist
Nc1ccccc1C(=O)N(Cc1ccccc1)Cc1ccccc1	98	-12	-1	5	-2	4	-5	-11	-1.3
Cc1cc(C)cc(NC(=S)N2CCN(S(C)(=O)=O)CC2)c1	97	4	-2	-10	-1	4	-3	36	-0.3
C=CCN1C(=O)C2(OCCCO2)c2cc(C)ccc21	105	-3	-2	11	0	3	-2	22	-1.8

Only p-CIP stab down and GalR3 antag, for 2 of the compounds above:
SMILES	p-CIP stab down	GalR3 antag
Nc1ccccc1C(=O)N(Cc1ccccc1)Cc1ccccc1	5	-5
CCOC(=O)c1cc(C(=O)n2cc(Cl)cn2)nn1C	-8	-1
